KOR beta-arrestin-1: KOR agonists, beta-arrestin recruitment, primary screen, cell-based, luminescence, uHTS (AID 1777); Kappa-type opioid receptor (Homo sapiens); KOR beta-arrestin recruitment, luminescence; higher % means a stronger effect; activation, % at 10 µM; hits with a dose series show EC50 in µM; 0.02% of 280,000 active; in the data active = activation above about 50%, passing the limit was not always enough; note: a part of the inactive calls stands beside numbers as strong as those of hits
GPR55 activation: GPR55 agonists via beta-arrestin recruitment, primary screen, imaging, U2OS cells, beta-arrestin-GFP redistribution (AID 1961); U2OS GPR55 beta-arrestin-GFP redistribution imaging; higher % means a stronger effect; 0.048% of 290,000 active; activation, % at 10 µM, or EC50 in µM where a hit was titrated;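 active = activation above 40% with more than 50 cells counted in the well; inconclusive = wells holding fewer than 50 cells, flagged as toxic or sparse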;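 note: U2OS osteosarcoma cells stably expressing GPR55 and beta-arrestin-GFP; plate controls were DMSO negative control for no effect and LPI positive control for full effect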
KOR beta-arrestin-2: KOR antagonists, beta-arrestin recruitment, cell-based, luminescence, uHTS (AID 1778). 0.091% of 290,000 active. KOR beta-arrestin recruitment, luminescence, antagonist mode; higher % means a stronger effect. inhibition, % at 10 µM; hits with a dose series show IC50 in µM; note: strong numbers were not always called active
Myeloid diff MLP: induction of myeloid progenitor differentiation, primary screen, cell-based, flow cytometry, MLPCN library | AID 624256, 2012 | ER-HoxA9 myeloid progenitors, lysozyme-GFP differentiation | 1% of 360,000 active | calls only at 10 µM;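 active = normalized GFP-positive differentiation at or above the plate's own cutoff, the solvent-only control mean plus 3 SD; inconclusive = no clear call, values can overlap the other calls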;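 note: cells exposed to compound for four days before flow analysis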
NOD2 inhibition: NOD2 signaling inhibitors, cell-based, luminescence, uHTS, HEK293 (AID 1566); HEK293 NOD2/NF-kB luciferase reporter, luminescence; higher % means a stronger effect; one-dose inhibition, % at 4 µM; EC50 in µM for titrated hits; 0.63% of 290,000 active; note: many of its hits are not listed in these tables
NOD1 inhibition: NOD1 signaling inhibitors, primary screen, cell-based, luminescence, uHTS (AID 1578). 1% of 290,000 active. one-dose inhibition, % at 4 µM; EC50 in µM for titrated hits. NOD1-driven NF-kB luciferase reporter cells, luminescence; higher % means a stronger effect; in the data active = inhibition mostly above about 36%, no sharp cut-off; inactive = mostly below about 34%;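 note: HEK-293T reporter cells stimulated with the NOD1 agonist gamma-tri-DAP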
GPR55 antagonists: GPR55 antagonists blocking LPI-driven arrestin recruitment, primary screen, imaging, U2OS, beta-arrestin-GFP, LPI agonist (AID 2013) | G-protein coupled receptor 55 (Homo sapiens) | U2OS GPR55 beta-arrestin-GFP translocation imaging, LPI antagonism; higher % means a stronger effect | inhibition, % at 10 µM; hits with a dose series show IC50 in µM | 0.13% of 290,000 active;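 active = spots per cell inhibited over 60%, with over 100 cells counted and total cytoplasm intensity under 500,000; inconclusive = wells with under 100 cells, flagged as likely toxic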;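 note: U2OS cells stably carrying GPR55 and arrestin-GFP stimulated by 5 µM LPI near EC80; imaged beta-arrestin-GFP aggregate spots per cell after agonist stimulation; plate controls were LPI-stimulated DMSO wells for no effect and DMSO wells without LPI for full effect; some results filed as inactive read as strong as hits; confirmed hits need IC50 under 10 µM and bright autofluorescent wells are also inconclusive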
T cell HTS: modulators of CD8 T cell-vesicle binding, primary screen, mouse 2C CD8+ T cells, flow cytometry; 2C CD8+ T cell-vesicle binding; hits give low values; calls only at 7 µM; 0.068% of 330,000 active; AID 2052, 2009;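 active = response, share of CD8 T cells binding vesicles, and their 90th percentile fluorescence all below set limits, cut at about 80% in these data, passing the limit was not always enough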
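Material: 2C TCR transgenic mouse naive CD8+ T cells, MACS-purified. Also added: QL9-charged Drosophila Ld/ICAM-1/B7-1 vesicles. Timing: binding 1.5 h at 37 °C. Measured by: high-throughput flow cytometry with anti-B7-1 and anti-CD8 staining. Read-out: percent CD8+ FL2 mean versus row control. Controls: Unloaded micro-vesicles (low), QL9 vesicles with 0.7% DMSO (high).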
NTR1 agonist: agonists of NTR1, primary screen, imaging, U2OS cells, beta-arrestin-GFP, high content (AID 493036) | activation, % at 20 µM | NTR1-U2OS beta-arrestin-GFP spot imaging, agonist mode | 0.17% of 330,000 active;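 active = activation at or above 40% of the spot to cytoplasm intensity ratio, with at least 20 cells analyzed; inconclusive = wells under 20 cells, flagged as cytotoxic or low count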;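 note: 0% = DMSO without peptide and 100% = 100 nM NTR1 peptide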
Target sequence (P30989 whole entry, looked up): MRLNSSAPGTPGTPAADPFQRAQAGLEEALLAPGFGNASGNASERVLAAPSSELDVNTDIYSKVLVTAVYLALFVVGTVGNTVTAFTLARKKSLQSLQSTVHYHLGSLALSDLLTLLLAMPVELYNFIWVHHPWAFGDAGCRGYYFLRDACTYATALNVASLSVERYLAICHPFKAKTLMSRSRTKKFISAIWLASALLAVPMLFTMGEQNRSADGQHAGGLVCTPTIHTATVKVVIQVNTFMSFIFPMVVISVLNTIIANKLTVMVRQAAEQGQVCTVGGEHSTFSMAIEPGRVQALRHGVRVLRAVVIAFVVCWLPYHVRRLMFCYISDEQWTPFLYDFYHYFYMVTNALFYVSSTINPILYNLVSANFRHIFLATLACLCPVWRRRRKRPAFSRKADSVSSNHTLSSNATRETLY
T cell HTS vesicle-bound %: further read-out of T cell HTS, marked with its call; double positive events, %; measured here: CD8+ vesicle-bound cell fraction;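 binding gate set so that unloaded-vesicle control wells show 10% double positive cells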
NTR1 agonist cell count 20 µM: recorded beside NTR1 agonist, whose call it bears; cell count; measured here: cell count, cytotoxicity flag
Myeloid diff MLP GFP+ MAC1+ %: further read-out of Myeloid diff MLP, marked with its call; GFP+ MAC1+ double positive, %; measured here: differentiation confirmed by MAC1 staining
* = called active by the depositor; i = inactive; ? = inconclusive; . = no result given; + = active, no number; [ ] = remark or other dose. Cut-off read from the data, not from the text of the source, unless noted: active = inhibition above about 50%; inactive = the rest.

entry	compound	KOR beta-arrestin-1	GPR55 activation	KOR beta-arrestin-2	Myeloid diff MLP	Myeloid diff MLP GFP+ MAC1+ %	NOD2 inhibition	NOD1 inhibition	GPR55 antagonists	T cell HTS	T cell HTS vesicle-bound %	NTR1 agonist	NTR1 agonist cell count 20 µM
1	Cc1[nH]ccc(=O)c1OCc1ccccc1	-2.5%	0.1%	10.9%	i	0.8	13.2%	-4.3%	10.8%	i	28.5	3.1	77
2	Cc1ccc2c(c1)nc(NCCO)n2C	16.9%	-1.0%	31.5%	i	2.3	-1.7%	12.2%	0.6%	i	61.2	-0.7	52
3	Cc1ccc(NC(=O)c2cc(C)nc3ccccc23)cc1	0.2%	-0.1%	-7.9%	i	0.3	8.7%	8.5%	-1.4%	i	51.3	-0.6	55
4	CS(=O)(=O)N(CC(=O)NCc1cccnc1)Cc1ccc(Cl)cc1	-3.9%	0.2%	34.6%	i	0.9	14.3%	-0.8%	-3.8%	i	32.4	0.7	57
5	CN1CCN(c2nc(-c3ccccc3)c3cc(Cl)ccc3n2)CC1	-0.7%	-0.2%	-0.2%	i	0.7	0.4%	18.0%	6.3%	i	35.3	6.7	44
6	CC(C)CCC1=NN(C(=O)c2ccco2)C(O)(C(F)(F)F)C1 (configuration not stated)	-0.9%	-0.1%	-37.0%	i	0.1	2.4%	-19.1%	-4.4%	i	66.0	3.9	54
7	C=C(C)Cn1c(N2CCN(c3ccc(OC)cc3)CC2)nc2c1c(=O)n(C)c(=O)n2C	13.3%	0.1%	-35.4%	i	0.6	18.5%	29.7%	-4.5%	i	22.7	0.7	62
8	CSCCC(NS(=O)(=O)c1ccc2c(c1)oc(=O)n2C)C(=O)NC1CCCCC1 (configuration not stated)	-1.5%	-0.1%	-2.1%	i	2.5	-21.1%	-11.6%	12.3%	i	27.5	2.6	58
9	COc1cc(C(Nc2ccc(S(=O)(=O)N3CCC(C)CC3)cc2)C(=O)NCC2CCCO2)cc(OC)c1OC (configuration not stated)	-0.5%	-0.2%	27.2%	i	0.5	8.6%	-26.8%	9.5%	i	46.7	3.1	74
10	NC(=O)CC(NC(=O)Cc1cccc2ccccc12)c1ccc(NC2CCC2)c([N+](=O)[O-])c1 (configuration not stated)	-1.6%	-0.1%	22.7%	i	1.1	-5.6%	0.1%	-0.7%	i	13.7	3.3	82
11	CCOC(=O)c1cnn(-c2nc(-c3ccccc3)cs2)c1C(F)(F)F	3.0%	-0.1%	3.7%	i	0.3	21.9%	9.1%	3.9%	i	43.0	10.8	70
12	Cc1cc(N/N=C/c2ccc(O)c(C)c2O)nc(-c2ccccc2O)n1	21.1%	-0.2%	-102.8%	i	0.7	0.5%	31.9%	5.7%	i	33.1	.	.
13	NNC(=S)Nc1ccccc1Cl	0.8%	-0.1%	-11.8%[20 µM]	i	0.8	-2.5%	-26.2%	-0.5%	i	14.7	-0.6	72
14	COc1ccc(F)cc1CN1CCN(C(=O)CCC(=O)Nc2nnc(C3CCCCC3)s2)CC1	1.5%	-0.1%	-26.7%	i	0.1	18.5%	-2.2%	9.1%	i	12.7	4.3	52
15	Cc1[nH]c2ccccc2c1C1(O)C(=O)N(Cc2ccc3c(c2)OCO3)c2ccccc21 (configuration not stated)	-2.0%	-0.1%	-36.4%	?	.	10.2%	3.1%	-2.4%	i	13.6	-0.5	95
16	COc1ccc(Cn2c(=O)[nH]c3cc(C(=O)NCCCN4CCCC4)ccc3c2=O)cc1	-0.1%	-0.1%	-12.4%	i	0.9	14.4%	-1.0%	18.6%	i	3.2	-2.2	91
17	CC(C)CN(C(=O)CN1CCN(c2ccccc2O)CC1)c1c(N)n(CC(C)C)c(=O)[nH]c1=O	0.1%	-0.4%	.	i	0.5	-4.4%	-18.9%	-0.9%	i	36.7	-0.7	46
18	Cc1ccc(/C=N\NC(=O)CCc2n[nH]c(=O)[nH]c2=O)o1	0.8%	-0.3%	2.7%	i	0.1	16.5%	-19.0%	6.8%	i	54.8	0.5	92
19	CCOc1ccc(CCNC(=O)COC(=O)Cn2cnc3ccccc3c2=O)cc1OCC	1.2%	-0.3%	0.2%	+	1.2*	12.6%	-19.3%	8.0%	i	5.2	0.1	37
20	CS(=O)(=O)N(CC(=O)NCc1ccco1)Cc1ccc(Cl)cc1	-3.2%	-0.1%	-29.2%	i	0.5	-8.3%	-3.3%	8.0%	i	11.0	-1.0	42
21	Cc1ccc([N+](=O)[O-])c(OCCn2cnc3ccccc32)c1	-0.1%	0.2%	-53.5%[20 µM]	i	0.6	20.3%	8.9%	6.2%	i	13.8	-0.3	65
22	COc1ccc(N2CC(C(=O)Nc3ccc(S(=O)(=O)N4CCCC4)cc3)CC2=O)cc1 (configuration not stated)	-3.6%	-0.1%	5.6%	i	0.0	-10.8%	4.9%	6.2%	i	10.6	-0.9	48
23	Cc1cccc2sc(N(CCCN(C)C)C(=O)c3ccc(Cl)s3)nc12	3.6%	-0.3%	-45.0%	i	0.3	-8.3%	8.3%	9.0%	i	29.5	4.9	64
24	Cc1ccc(CNS(=O)(=O)c2cc3c(cc2C)NC(=O)CO3)cc1	2.0%	-0.1%	-24.6%[20 µM]	i	1.2	22.1%	33.0%	6.7%	i	11.1	-1.6	53
25	COC(=O)c1ccc(OCC(=O)NC2CCCCCC2)cc1	0.5%	-0.1%	-1.6%	i	0.6	12.4%	-1.5%	11.6%	i	4.7	2.4	51
26	Cc1ccc(CNc2ccc3c(c2)ncn3C(C)(C)C)cc1	-0.5%	-0.3%	29.5%	i	0.7	-51.8%	-31.8%	4.5%	i	16.7	2.6	72
27	CCN1CCN(C(c2cc3cc4c(cc3[nH]c2=O)OCO4)c2nnnn2C(C)(C)CC)CC1 (configuration not stated)	2.8%	0.2%	-21.2%	i	1.6	-7.1%	-17.6%	-10.3%	i	50.6	1.5	76
28	NC(=O)c1ccccc1NC(=O)CCN1C(=O)c2ccccc2C1=O	0.8%	0.0%	25.5%	i	7.5	11.0%	-9.9%	9.9%	i	22.9	-0.8	58
29	CCC(C)c1ccc(NC(=O)COC(=O)C2=COCCO2)cc1 (configuration not stated)	-4.4%	-0.2%	-3.0%	i	0.8	10.9%	-13.0%	11.1%	i	45.3	-2.3	64
30	Oc1ccccc1CNCCCNCc1ccccc1O	3.8%	-0.1%	-18.2%	i	0.0	2.6%	-21.3%	14.1%	i	9.6	-0.5	83
31	CCCn1c(SCC(=O)NCCc2ccccc2)nnc1C(C)C	1.1%	0.7%	24.9%	i	0.9	12.3%	-2.5%	6.0%	i	1.8	1.6	59
32	CCOC(=O)C1=C(N)Oc2ccc3ccccc3c2C1c1ccc(O)cc1 (configuration not stated)	0.3%	1.1%	10.7%	i	0.5	15.2%	1.3%	-4.9%	i	11.2	10.6	58
33	S=c1[nH]nc(-c2ccncc2)n1CC1CCCO1 (configuration not stated)	0.6%	0.6%	19.4%	i	1.5	5.8%	7.6%	18.5%	i	13.5	-1.8	21
34	COc1ccc(/C=C2\C(=N)N3N=C(CC(=O)N4CCCCC4)SC3=NC2=O)cc1	2.9%	-0.1%	-2.9%	i	2.5	2.7%	-19.7%	8.3%	i	10.9	-1.7	52
35	CC(C)(C)NC(=O)C(c1ccc(Cl)cc1)N(CCO)C(=O)c1snc(C(N)=O)c1N (configuration not stated)	4.5%	0.2%	-4.8%	i	0.6	11.0%	5.4%	-4.0%	i	41.4	-0.4	70
36	Cc1nc2ccc(S(=O)(=O)NCC(=O)N3CCc4ccccc4C3)cc2s1	-4.7%	1.0%	2.8%	i	2.0	2.2%	-8.3%	9.6%	i	52.6	1.0	55
37	Cc1ccccc1C(=O)NNc1ccc([N+](=O)[O-])cc1	0.7%	-0.2%	23.9%	i	6.0	-0.9%	-4.1%	-11.0%	i	53.5	-1.3	81
38	COc1ccccc1/C=C/C(=O)NC(=S)NC(C)C	5.4%	-0.3%	-43.6%	i	0.4	12.7%	35.9%	2.8%	i	24.7	1.1	57
39	CC(=O)Nc1nnc(SCC(=O)c2ccc3c(c2)Cc2ccccc2-3)s1	10.9%	0.0%	-16.9%	i	0.9	-54.2%	-22.9%	3.1%	i	32.6	4.5	78
40	CN1C(=O)CC2(CC(=O)N(Cc3ccccc3)C2)C1=O (configuration not stated)	-4.1%	-0.1%	-4.7%	i	0.8	5.6%	-23.4%	4.5%	i	55.7	1.3	47
41	COC(=O)CCS(=O)(=O)c1ccc(Cl)cc1	0.9%	-0.2%	10.6%	i	7.1	10.2%	7.6%	-6.5%	i	13.6	0.1	59
42	CCN(CCCNC(=O)CCNC(=O)Cn1cnc2ccccc2c1=O)c1cccc(C)c1	-2.2%	-0.2%	-46.9%	i	0.6	4.5%	1.5%	4.5%	i	43.3	-2.8	90
43	CN(C)C(=S)N=Nc1[nH]c2ccccc2c1O	-3.4%	-0.9%	48.0%	.	.	44.6%	-2.5%	9.8%	i	38.2	0.4	103
44	CC[C@H](C)[C@H](NC(N)=O)C(=O)NNC(=O)c1ccc(COc2cccc3cccnc23)cc1	-2.2%	0.3%	-38.4%	i	0.4	-21.2%	1.2%	4.7%	i	35.5	-3.6	50
45	COC(=O)COc1ccc(S(=O)(=O)NCc2ccco2)cc1	0.3%	0.0%	-9.2%	i	1.8	11.0%	8.7%	10.1%	i	65.9	-1.4	46
46	CNc1nc2sc3c(c2c(=O)n1C)CC(C)(C)SC3	-1.1%	0.5%	-2.0%	i	0.8	-27.9%	11.5%	-1.0%	i	15.8	-0.9	23
47	CC(C)Cn1c2c(c(=O)[nH]c1=O)C(NS(=O)(=O)c1ccc(Cl)cc1)(C(F)(F)F)C(=O)N2 (configuration not stated)	8.0%	-0.3%	-21.0%	i	0.5	-2.1%	6.0%	2.0%	i	23.8	0.7	52
48	NC(=O)[C@@H]1CC2(CC(c3cccc(NC(=O)CC(c4ccccc4)c4ccccc4)c3)=NO2)CN1C(=O)c1ccc(Cl)cc1 (some centres not stated)	4.5%	-0.1%	1.2%	i	1.4	-46.9%	13.5%	9.5%	i	36.1	-1.8	63
49	COC(=O)c1sccc1NC(=O)CC1C(=O)NCCN1C(=O)Nc1ccc(F)cc1F (configuration not stated)	-0.2%	-0.2%	9.9%	i	0.3	15.8%	-0.1%	-4.0%	i	15.8	-0.5	44

Compound activity as filed in PubChem BioAssay.

A portion of the library; count on the stated rates, not on these rows.
